High-throughput results deposited in PubChem BioAssay by several laboratories.
Wnt act: activators of Wnt/beta-catenin signaling. Wnt/beta-catenin reporter cell assay, activator, plate reader. activation, % at 9.35 µM. actives 1.2% (n = 300,000); in the data active = activation above about 30%, passing the limit was not always enough;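 note: 0% = neutral control wells and 100% = positive control wells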
phage Ecoli inh: E. coli growth loss with phage present; growth absorbance; inhibition, % at 11.9 µM; actives 0.26% (n = 360,000); AID 651602; in the data active = inhibition above about 11%
SR-BI DiI-HDL act: enhances SR-BI lipid uptake from DiI-HDL. CHO ldlA[mSR-BI] cells, DiI-HDL uptake fluorescence, 3 h; 100 = double the neutral-control signal. activation, % at 12.5 µM. actives 0.096% (n = 320,000);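 active = mean replicate activation of at least 60% and every replicate at or above 60%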;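 note: 0% = median plate neutral-control signal and 100% = twice that signal; values of inactives mirror those of a sister screen read the other way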
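Test system: SR-BI-overexpressing, LDLR-lacking CHO cells. Measured by: DiI fluorescence, bottom read. Medium: Ham's F12 with 0.5% BSA, HEPES 25 mM, pH 7.4. Timing: 3 h uptake period with compound, 37 °C.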
AddAB inh: less growth of phage-infected E. coli with AddAB. E. coli expressing H. pylori AddAB, absorbance growth. actives 0.29% (n = 330,000). inhibition, % at 11.9 µM. AID 435030; in the data active = inhibition above about 12%;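 note: 0% = vehicle wells of infected cells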
Tat export inh: blocks Tat-dependent protein export in E. coli. inhibition, % at 10 µM. actives 0.036% (n = 340,000). AID 488895. E. coli MC4100 TorA-mCherry Tat export, fluorescence;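 active = mean replicate inhibition at least 50% and at least half of replicates individually reaching 50%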;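 note: exported cargo escapes ClpAP degradation while cytoplasmic cargo is degraded and loses fluorescence; 0% = median of neutral control wells and 100% = median of NaSCN control wells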
MITF act: activators of MITF-driven TRPM1 promoter activity in SK-MEL-5 cells; SK-MEL-5 TRPM1-promoter luciferase, 24 h; % of positive control, neutral wells = 0; activation, % at 12.5 µM; actives 0.75% (n = 300,000);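 active = mean activation of at least 80% with every replicate also reaching 80%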;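 note: 0% = neutral control wells and 100% = parthenolide positive control wells; values of inactives mirror those of a sister screen read the other way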
CAL PDZ FP-1: human CAL PDZ-peptide interaction inhibition; Q9HD26; purified CAL PDZ, TMR-peptide fluorescence polarization, 1 h; inhibition, % at 20 µM; actives 0.02% (n = 330,000); AID 504414;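 active = highest replicate inhibition of at least 40%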;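 note: plate controls were DMSO neutral control wells for no effect and unlabeled competitor peptide control wells for full effect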
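Material: tagged CAL PDZ domain; buffer or medium: 25 mM sodium phosphate pH 7.4, 150 mM NaCl, TCEP, IgG, Thesit; compound dosing: single point, 20 µM; schedule: 1 h incubation at room temperature before polarization reading; measured by: FP readout, S and P plane fluorescence; read-out basis: percent inhibition from loss of millipolarization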
SR-BI HDL uptake: mouse SR-BI HDL lipid transfer inhibition. Q61009. ldlA[mSR-BI] CHO cells, DiI-HDL uptake fluorescence, 3 h. AID 488896. inhibition, % at 12.5 µM. actives 0.96% (n = 320,000);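 active = mean replicate inhibition of at least 70% and a set share of replicates each scoring 70 or more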;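 note: 0% = median of neutral control wells and 100% = median of positive control wells; values of inactives mirror those of a sister screen read the other way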
Target sequence (Q61009 whole entry, looked up): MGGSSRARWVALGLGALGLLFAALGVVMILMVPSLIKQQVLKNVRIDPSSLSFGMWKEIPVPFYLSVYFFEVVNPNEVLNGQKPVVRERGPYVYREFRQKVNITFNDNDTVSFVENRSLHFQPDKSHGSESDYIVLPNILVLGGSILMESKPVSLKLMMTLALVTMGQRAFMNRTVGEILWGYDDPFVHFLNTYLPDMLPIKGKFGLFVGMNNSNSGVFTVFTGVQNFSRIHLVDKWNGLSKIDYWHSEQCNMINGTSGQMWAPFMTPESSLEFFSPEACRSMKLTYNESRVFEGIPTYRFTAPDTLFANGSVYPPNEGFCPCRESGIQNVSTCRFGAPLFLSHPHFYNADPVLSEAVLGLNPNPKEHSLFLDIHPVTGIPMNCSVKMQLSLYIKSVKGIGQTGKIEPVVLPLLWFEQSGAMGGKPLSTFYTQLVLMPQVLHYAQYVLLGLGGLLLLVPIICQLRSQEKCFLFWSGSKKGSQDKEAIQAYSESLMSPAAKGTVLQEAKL
E coli growth: bacterial growth inhibition, counter-screen for AddAB inhibitors. E. coli V3065 growth, OD600 absorbance, 18 h. inhibition, % at 11.9 µM. actives 0.27% (n = 330,000). AID 449728;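 active = inhibition above the campaign's mean inhibition across all tested compounds plus 3 SD, cut at about 9.9% in these data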;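 note: uninfected addAB+ strain grown without phage in ampicillin broth; 0% = DMSO wells and 100% = ciprofloxacin 0.95 µg/ml wells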
CAL PDZ FP-2: inhibitors of human CAL PDZ peptide binding; actives 0.92% (n = 300,000); purified CAL PDZ, TMR-peptide fluorescence polarization, 1 h; AID 602252; inhibition, % at 24.9 µM;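 active = mean inhibition of at least 30% with at least half of replicates also reaching 30%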;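 note: 0% = DMSO neutral control and 100% = excess unlabeled competitor peptide PRC23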
Numbers without * were called inactive; . = no result given.

SMILES	Wnt act	phage Ecoli inh	SR-BI DiI-HDL act	AddAB inh	Tat export inh	MITF act	CAL PDZ FP-1	SR-BI HDL uptake	E coli growth	CAL PDZ FP-2
COc1ccccc1NS(=O)(=O)c1ccc2oc(SC3CCOC3=O)nc2c1 (centres undefined)	.	.	3	2.7	1	1	-0.1	-3	-0.5	2
COc1ccc(CCC(=O)NCCNC(=O)CCc2ccc(OC)cc2)cc1	0	-0.1	24	-0.7	-10	-4	0.7	-24	-2.0	-3
Fc1ccc(NC(=S)NC2CC3CCC(C2)N3Cc2ccco2)cc1 (centres undefined)	0	2.1	3	1.4	-9	-5	-1.3	-3	0.8	.
COc1ccc(N2CCN(c3nc(Cl)nc(N4CCOCC4)n3)CC2)cc1	0	0.0	-54	1.5	0	9	-0.5	54	0.8	-3
Cc1ccc(C)c2nc(Cl)c(C3NC(=O)c4ccccc4N3)cc12 (centres undefined)	0	1.2	.	4.9	-9	13	-2.2	.	0.7	.
Cc1cc(C)nc(Nc2n[nH]c(-c3ccccc3Cl)n2)n1	13	3.9	-6	4.2	-9	55	0.1	6	1.9	38*
CCOC(=O)C1(Cc2cccc(OC)c2)CCN(Cc2ccc3c(c2)OCCO3)CC1	-1	-0.8	-7	5.2	2	8	-1.5	7	3.3	.
CN(C)CCCN1C(=O)c2cccc3cccc(c23)C1=O	-1	-2.9	8	-0.3	7	.	0.3	-8	-1.6	0
Cc1cc(C)cc(NC(=O)c2nnn(Cc3cc(C)ccc3C)c2N)c1	.	.	-32	5.8	1	13	1.0	32	-1.2	.
CC1=CCC(C(=O)O)(C(=O)N/N=C/c2cccs2)C(c2ccc(F)cc2)C1 (centres undefined)	.	1.4	5	0.8	1	-2	.	-5	-1.9	4
O=C(c1cc(-c2cccc(Cl)c2)on1)N1CCCC1	40*	2.8	-22	2.2	2	35	-1.6	22	-0.4	-5
Cc1ccc(C2(c3ccccc3)NC(=O)N(CC(=O)NCc3ccco3)C2=O)cc1C (centres undefined)	-4	0.3	23	-1.8	-1	-18	-1.1	-23	-0.9	.
N#CCCCSc1nnc(-c2ccccn2)o1	12	0.3	20	1.4	-3	24	-2.1	-20	1.6	-1
Cc1ccc(S(=O)(=O)N2CCN(C(=O)C3CC3C)CC2)c(C)c1 (centres undefined)	1	3.2	10	-3.4	3	-2	-1.5	-10	-0.2	-2
NS(=O)(=O)c1ccc(CNC(=O)C2CCCN2C(=O)c2cccs2)cc1 (centres undefined)	-3	2.9	3	-1.5	-1	-8	-2.0	-3	-1.1	-4
COc1ccc(/C=C/C(=O)c2c(C)nc3ccccn23)cc1	.	1.6	6	0.1	2	.	0.0	-6	-1.0	2
Cn1nc(C(C)(C)C)cc1NC(=O)Nc1ccc(Cl)cc1	1	2.1	9	4.6	0	.	-1.2	-9	0.6	.
CCOC(=O)/C=C1\SCC(=O)N1CC(=O)NC(C)c1ccccc1 (centres undefined)	.	1.6	2	-1.9	6	5	0.9	-2	0.2	-1
COc1ccc(C2CC(c3cccs3)=NN2S(C)(=O)=O)cc1 (centres undefined)	24	-0.9	.	1.4	0	44	-2.3	.	2.0	0
COC(=O)[C@]1(C)N[C@H](CN(C)S(=O)(=O)c2ccccc2)[C@@H]2C(=O)N(Cc3ccccc3)C(=O)[C@@H]21	-1	1.2	6	2.0	-6	4	-0.8	-6	-2.5	6
COc1ccc(S(=O)(=O)CCc2nnc(NC(=O)c3ccc(F)cc3)s2)cc1	2	1.1	13	3.8	1	6	-0.3	-13	0.9	.
CC(NC(=O)c1ccccc1F)C12CC3CC(CC(C3)C1)C2 (centres undefined)	2	2.4	8	2.1	10	6	0.3	-8	-3.4	-9
N#Cc1c(SCC(=O)Nc2nc3ccc(Br)cc3s2)sc2c(O)cc(=O)[nH]c12	-4	1.5	-20	2.4	3	1	-4.5	20	-1.7	-4
Cc1cc(C(=O)Nc2nc(C)c(C(=O)N(C)C)s2)ccc1[N+](=O)[O-]	15	3.1	14	2.2	8	14	0.9	-14	1.8	-1
O=C(CC1(O)C(=O)Nc2ccccc21)c1ccccc1 (centres undefined)	-2	1.4	-16	-0.5	-2	-6	0.2	16	-0.2	-4

Later entries
SMILES	Wnt act	phage Ecoli inh	SR-BI DiI-HDL act	AddAB inh	Tat export inh	MITF act	CAL PDZ FP-1	SR-BI HDL uptake	E coli growth	CAL PDZ FP-2
CCOc1cc(/C=C/c2cccc[n+]2C)ccc1O	0	-0.6	9	0.4	2	.	-0.8	-9	0.3	3
CCN(CC(=O)Nc1ccccc1C(F)(F)F)C(=O)c1cc2c(s1)CCCCC2	-2	1.5	4	-0.9	2	0	-1.3	-4	1.7	1
CC(C)c1ccc(Nc2nnc(SCC(=O)c3nnc(-c4ccccc4)o3)s2)cc1	15	3.6	-19	4.6	-9	51	-1.9	19	-0.7	-2
C/C(=N\NC(=O)c1ccc(O)cc1)c1cc2ccccc2o1	12	1.4	-9	5.6	-3	62	-1.4	9	3.3	-4
CCCCC(=O)Nc1sc(C(=O)N(CC)CC)c(C)c1C(=O)OC	.	1.3	-13	1.6	-5	10	-1.0	13	-0.6	-2
Cc1cccc2c1N1C(=O)c3c(C(=O)O)cccc3C1CC2C (centres undefined)	.	0.8	24	1.7	-17	-3	.	-24	-0.4	-3
COc1cc(OC)cc(-c2nc3nc(C)c(CCC(=O)NCc4ccco4)c(C)n3n2)c1	.	1.0	-36	1.2	-3	-9	0.4	36	-2.8	.
Cc1noc(C)c1C(=O)NC(C)C12CC3CC(CC(C3)C1)C2 (centres undefined)	-7	2.8	19	2.6	18	5	-0.7	-19	0.0	6
COc1cccc(C(=O)NC(C)c2ccc(-c3ccccc3)cc2)c1OC (centres undefined)	2	1.5	13	2.6	3	0	-1.5	-13	-1.6	-2
O=C(O)c1ccc2c(c1)C(=O)N(c1cccc(S(=O)(=O)Nc3cccc(C(F)(F)F)c3)c1)C2=O	-1	-0.6	.	-1.7	-5	-1	0.2	.	-2.0	2
COc1cc(C2NC(=S)NC(O)(C(F)(F)F)C2C(=O)c2cccs2)cc(OC)c1O (centres undefined)	11	4.1	-5	-0.1	1	-12	-5.1	5	2.6	-6
Cc1[nH]n(-c2ccc(Cl)cc2)c(=O)c1/C=N/c1nnc(-c2ccccc2)s1	.	5.0	33	2.2	-4	26	-2.2	-33	0.9	-2
CNC(=O)c1sc(Nc2ccc(OCc3ccccc3)cc2)nc1C	0	3.6	-34	5.0	-1	-15	0.1	34	2.3	-3
COc1ccc(NC2=C(Cl)C(=O)N(c3ccccc3)C2=O)c(OC)c1	-4	3.2	2	3.2	-3	4	-2.7	26	0.8	0
Cc1ccc(S(=O)(=O)NC(=O)c2cc(C)n(-c3ccc(N(C)C)cc3)c2C)cc1	-3	4.8	9	2.3	-7	-3	-1.3	-9	1.7	-4
CC(C)n1c(NCCc2ccccc2)nc2c1c(=O)n(C)c(=O)n2C	-5	3.1	-2	1.0	1	14	-1.8	2	0.1	0
CC1CCCN(C(=O)Cn2nnc(-c3ccccc3F)n2)C1 (centres undefined)	11	3.8	9	0.4	-6	.	-1.0	-9	0.8	.
COc1ccccc1NC(=O)c1cnc2n(c1=O)CCS2	18	4.3	-14	0.1	-4	56	-1.5	14	-1.2	-5
Cc1cc(C)nc(Nc2ccccc2Cl)n1	2	2.9	55	0.5	13	9	-0.6	-55	0.4	.
COc1ccc(C)cc1NC(=O)CCc1c(C)nn(-c2ccc(N3CCCCC3)nn2)c1C	11	0.5	-71	3.6	1	38	-2.6	71*	-2.2	-3
N#CC1=C(N)N(c2ccc(Oc3ccccc3)cc2)C(=O)C1	0	-1.0	-28	2.2	5	6	-0.6	28	-1.0	-6
COc1cc(C(=O)Nc2nnc(SC)s2)c([N+](=O)[O-])cc1OC	0	3.0	0	-0.2	-9	-1	-1.9	0	0.2	-2
Cc1cccc(C(=O)N/N=C/c2coc3ccccc3c2=O)c1	2	3.2	7	2.7	-13	4	-2.8	-7	2.7	.
C=CCNC(=O)COC(=O)C1CCN(S(=O)(=O)c2ccc3c(c2)OCCO3)CC1	0	0.6	19	-0.4	2	10	0.5	-19	4.1	-3
CC(=O)Nc1ccc(SCC(=O)c2c(N)n(Cc3ccccc3)c(=O)n(C)c2=O)cc1	-3	1.0	15	-0.7	0	13	-0.7	-15	0.0	4

Later entries:
SMILES	Wnt act	phage Ecoli inh	SR-BI DiI-HDL act	AddAB inh	Tat export inh	MITF act	CAL PDZ FP-1	SR-BI HDL uptake	E coli growth	CAL PDZ FP-2
Cc1ccc(NC(=O)C(C)OC(=O)c2ccc(NC(=O)CC#N)cc2)cc1S(=O)(=O)N1CCOCC1 (centres undefined)	-15	1.3	-27	0.1	4	-2	-2.0	27	-0.7	-4
CCNC(=O)c1c(O)c2cccc3c2n(c1=O)CC3	-3	4.2	0	2.5	-3	2	-1.6	0	1.4	-1
COc1ccc(S(=O)(=O)N2CCN(C(=O)Cc3cccs3)CC2)cc1	-1	1.9	26	1.0	0	2	-1.9	-26	1.1	-3
NC(=O)C1(NC(=O)[C@@H]2CC3(CC(c4cccc(NC(=O)c5cc([N+](=O)[O-])cc([N+](=O)[O-])c5)c4)=NO3)CN2C(=O)c2ccccc2)CC1 (some centres undefined)	-2	0.8	-63	2.8	-1	-5	0.1	63	-1.0	-1
Cc1ccc(C2=NN(C(=O)CN3C(=O)c4ccccc4S3(=O)=O)C(c3ccco3)C2)cc1 (centres undefined)	-3	-2.5	-7	4.0	1	1	-2.9	7	-0.6	1
COc1ccc(N(CC2CO2)S(=O)(=O)c2ccccc2)cc1 (centres undefined)	0	4.3	4	4.0	7	14	-0.8	-4	1.0	8
CN(CC(=O)Nc1cccc(F)c1)C(=O)C1CCC(C(=O)N(C)CC(=O)Nc2cccc(F)c2)CC1 (centres undefined)	-3	-0.8	-21	.	1	-1	-0.3	21	.	.
O=C(COc1ccc(Br)cc1)N1CCc2ccccc21	28	0.9	4	2.1	-11	99*	-1.3	-4	1.7	.
CCN1CCN(C(=O)CSCc2nc(-c3ccc(OC)c(OC)c3)oc2C)CC1	2	2.0	1	0.8	-7	-9	0.7	-1	2.1	-2
CN1C(=O)c2ccc(C(=O)NC3CCCCC3)cc2C1=O	.	4.0	5	1.8	-8	4	-0.4	-5	1.4	1

Some of these compounds in order of their number in SR-BI HDL uptake, ascending.
SMILES	Wnt act	phage Ecoli inh	SR-BI DiI-HDL act	AddAB inh	Tat export inh	MITF act	CAL PDZ FP-1	SR-BI HDL uptake	CAL PDZ FP-2
Cc1ccc(C2=NN(C(=O)CN3C(=O)c4ccccc4S3(=O)=O)C(c3ccco3)C2)cc1 (centres undefined)	-3	-2.5	-7	4.0	1	1	-2.9	7	1
CN(CC(=O)Nc1cccc(F)c1)C(=O)C1CCC(C(=O)N(C)CC(=O)Nc2cccc(F)c2)CC1 (centres undefined)	-3	-0.8	-21	.	1	-1	-0.3	21	.
NC(=O)C1(NC(=O)[C@@H]2CC3(CC(c4cccc(NC(=O)c5cc([N+](=O)[O-])cc([N+](=O)[O-])c5)c4)=NO3)CN2C(=O)c2ccccc2)CC1 (some centres undefined)	-2	0.8	-63	2.8	-1	-5	0.1	63	-1
